V-ATPase pHluor: alters yeast V-ATPase proton transport | response, % at 10 µM | actives 0.37% (n = 350,000) | S. cerevisiae, pHLuorin cytosolic pH fluorescence | AID 504577; in the data active = response mostly above about 7.3%, no sharp cut-off; inactive = mostly below about 5.4%; also: actives read high; inactives centre near 0; some compounds called inactive have numbers as strong as hits; reference of the scale not given here
CDK5 inh: CDK5/p35 (human) kinase inhibition | Q00535+Q15078 | Recombinant CDK5/p35, ADP-Glo luminescence, 60 min | inhibition, % at 10 µM | actives 0.01% (n = 330,000);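 active = highest replicate inhibition of at least 50% and at least 75% of replicates reaching 50%; inconclusive = only one of the two criteria met; inactive = both criteria failed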;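 also: plate controls were DMSO neutral control for no effect and GW8510 at 10 µM for full effect; many of its hits are not listed in these tables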
HTR5A ag: activates human HTR5A in OPRM1-OPRD1 agonist counter-screen; P47898; HTR5A agonist assay, luminescence, cell-based; activation, % at 9.3 µM; actives 0.61% (n = 340,000); in the data active = activation mostly above about 9.5%, no sharp cut-off; inactive = mostly below about 7.6%;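 also: 0% = cells with vehicle only and 100% = reference agonist; strong numbers were not always called active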
Target sequence (P47898 whole entry, looked up): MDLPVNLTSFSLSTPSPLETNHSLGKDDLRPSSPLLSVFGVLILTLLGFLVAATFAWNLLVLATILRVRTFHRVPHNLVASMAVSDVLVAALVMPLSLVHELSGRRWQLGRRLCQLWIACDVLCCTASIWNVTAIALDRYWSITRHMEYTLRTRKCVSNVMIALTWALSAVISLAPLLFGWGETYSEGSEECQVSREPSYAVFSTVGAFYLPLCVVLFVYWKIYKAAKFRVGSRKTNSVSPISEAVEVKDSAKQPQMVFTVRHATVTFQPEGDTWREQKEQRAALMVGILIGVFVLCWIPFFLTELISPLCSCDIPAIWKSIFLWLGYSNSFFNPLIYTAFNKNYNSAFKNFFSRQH
SR-BI DiI inh: inhibitors of mouse SR-BI mediated HDL lipid uptake; Q61009; inhibition, % at 12.5 µM; ldlA[mSR-BI] CHO cells, DiI-HDL uptake fluorescence, 3 h; AID 488896; actives 0.96% (n = 320,000);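 active = mean replicate inhibition of at least 70% and a set share of replicates each scoring 70 or more; inconclusive = meets just one of the two criteria; inactive = fails both criteria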;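 also: 0% = median of neutral control wells and 100% = median of positive control wells; values of inactives mirror those of a sister screen read the other way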
Target sequence (Q61009 whole entry, looked up): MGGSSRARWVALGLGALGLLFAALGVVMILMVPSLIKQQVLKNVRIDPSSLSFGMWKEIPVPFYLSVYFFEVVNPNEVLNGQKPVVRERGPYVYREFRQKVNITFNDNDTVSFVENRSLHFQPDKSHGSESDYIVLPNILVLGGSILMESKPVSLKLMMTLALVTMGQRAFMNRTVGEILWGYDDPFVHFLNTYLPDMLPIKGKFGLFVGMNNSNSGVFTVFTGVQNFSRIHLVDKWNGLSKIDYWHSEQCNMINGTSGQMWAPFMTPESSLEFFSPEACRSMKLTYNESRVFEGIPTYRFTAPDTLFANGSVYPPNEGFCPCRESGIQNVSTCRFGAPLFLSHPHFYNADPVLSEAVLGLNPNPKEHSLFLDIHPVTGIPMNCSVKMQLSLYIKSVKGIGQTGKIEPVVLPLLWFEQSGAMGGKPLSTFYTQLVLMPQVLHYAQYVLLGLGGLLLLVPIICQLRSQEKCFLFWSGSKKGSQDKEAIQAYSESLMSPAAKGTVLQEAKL
Wnt bcat act: activates Wnt/beta-catenin signaling in a reporter cell assay. AID 743398. activator, plate reader. activation, % at 9.35 µM. actives 1.2% (n = 300,000); in the data active = activation above about 30%, passing the limit was not always enough; inconclusive = no clear call, values can overlap the other calls;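 also: 0% = neutral control wells and 100% = positive control wells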
PvdQ inh: blocks Pseudomonas aeruginosa PvdQ acylase activity. inhibition, % at 10 µM. actives 0.063% (n = 340,000). purified PvdQ acylase, fluorescence plate reader; in the data active = inhibition above about 30%, passing the limit was not always enough; inconclusive = no clear call, values can overlap the other calls;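 also: 0% = vehicle neutral wells and 100% = reference inhibitor wells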
dFosB act: enhances mouse delta FosB homodimer DNA binding; activation, % at 25 µM; actives 0.99% (n = 340,000); purified delta FosB, TAMRA-CDK5 oligo fluorescence polarization; percent of positive-control signal above neutral wells; P13346;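 active = mean activation above about 17%, with every replicate also reaching it, limit read from the data, passing the limit was not always enough; inconclusive = only one of the two conditions met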;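 also: fluorescence polarization rise as delta FosB binds a TAMRA Cdk5 AP-1 oligo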
HTR5A inv ag: HTR5A inverse agonism, opioid heterodimer counter-screen. AID 504634. inhibition, % at 9.3 µM. P47898. actives 0.083% (n = 340,000). HTR5A cell line, luminescence; in the data active = inhibition mostly above about 23%, no sharp cut-off; inactive = mostly below about 18%;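 also: 0% = cells with DMSO and 100% = no-cell wells with DMSO; some compounds called inactive have numbers as strong as hits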
MITF act: activators of MITF-driven TRPM1 promoter activity in SK-MEL-5 cells | actives 0.75% (n = 300,000) | SK-MEL-5 TRPM1-promoter luciferase, 24 h; % of positive control, neutral wells = 0 | activation, % at 12.5 µM | AID 588334;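 active = mean activation of at least 80% with every replicate also reaching 80%; inconclusive = mean reaches 80% but some replicate falls short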;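 also: 0% = neutral control wells and 100% = parthenolide positive control wells; values of inactives mirror those of a sister screen read the other way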
NSD2 HMT inh: blocks human histone methyltransferase NSD2; O96028; NSD2 peptide methylation, AlphaScreen, 120 min; inhibition, % at 12.5 µM; actives 0.54% (n = 310,000); in the data active = inhibition above about 50%
* hit, by the source's call; ? = inconclusive; · = not tested or not shown.

SMILES | V-ATPase pHluor | CDK5 inh | HTR5A ag | SR-BI DiI inh | Wnt bcat act | PvdQ inh | dFosB act | HTR5A inv ag | MITF act | NSD2 HMT inh
CCOc1ccc(NC(=O)OCCN2CCN(CCc3ccccc3)C(C)C2)cc1 (centres undefined) | -1 | 1.1 | -2 | -3 | -7 | 4 | -7 | 8 | -15 | 6
Cc1c(CC(=O)N2CCN(C(=O)C3COc4ccccc4O3)CC2)c(=O)oc2c(C)c(O)ccc12 (centres undefined) | 0 | · | -3 | 4 | 5 | -12 | -6 | 13 | -10 | -8
COc1ccc(N2CCN(CC(=O)Nc3ccccc3C(=O)NCc3ccccc3)CC2)cc1 | -6 | 0.8 | 6 | 11 | -2 | 7 | -4 | -14 | -12 | 6
FC(F)(F)c1ccc(Cl)c(-n2c(-c3ccco3)n[nH]c2=S)c1 | -1 | 1.7 | 1 | -29 | -1 | -11 | 8 | -5 | · | 4
O=C1CCCCCN1Cc1ccccc1 | -1 | -1.8 | 4 | 17 | -3 | -9 | 11 | -9 | 3 | ·
CC(C)NC(=O)C1(c2ccccc2)CC1(Cl)Cl (centres undefined) | -8 | -0.4 | -1 | · | -5 | -17 | -5 | 3 | 1 | -2
COc1ccc(CN(C)CC(=O)Nc2cccc(S(N)(=O)=O)c2)c(OC)c1OC | 6 | 0.1 | -1 | · | -3 | 12 | -6 | -9 | 0 | 49
Cc1nn(Cc2ccc(F)cc2)c(C)c1NC(=O)c1noc2c1CCCCC2 | 4 | 0.0 | 2 | 9 | -2 | 6 | -10 | 15 | -13 | -1
Cn1c(N)c(C(=O)CSc2nnc(C3CC3)n2N)c(=O)n(C)c1=O | 2 | -1.0 | -2 | -6 | -3 | -10 | -12 | 5 | 6 | 0
COc1ccc(OCCC(=O)OCC(=O)NC(=O)NC2CCCCC2)cc1 | -1 | 1.6 | 5 | -10 | 7 | 2 | -5 | -12 | 2 | 2
CN(Cc1ccccc1F)C(=O)COc1ccc(C(=O)c2ccccc2)cc1 | -2 | -2.3 | 6 | · | 1 | -6 | -7 | -19 | -10 | ·
O=S(=O)(c1ccc(Cl)cc1)N1CCN(CCc2ccncc2)CC1 | 7 | -2.3 | -1 | -1 | -4 | -9 | 4 | -4 | -8 | 3
Cc1ccc(S(=O)(=O)N2CCCC2)cc1S(=O)(=O)N1CCCC1 | -4 | · | -4 | 0 | 0 | -9 | -2 | -8 | -5 | -3
O=C(CCn1nc(-c2ccccc2)ccc1=O)NCCCN1CCCCCC1 | -2 | · | 0 | 36 | -1 | -14 | -11 | 16 | 7 | 1
CC1=C(C(=O)Nc2cc(C)ccc2C)C(c2cccs2)NC(=S)N1 (centres undefined) | 0 | 1.0 | 0 | 11 | · | -16 | -3 | 1 | -18 | 6
CCOC(=O)c1cccc(NC(=O)CS(=O)(=O)Cc2nc(-c3cccc(OC)c3)oc2C)c1 | -3 | -1.4 | -3 | 59 | · | -7 | -4 | -9 | · | 0
O=C(COc1ccc(S(=O)(=O)NC2CCCCC2)cc1)NC1CCCC1 | -2 | -1.5 | -2 | 12 | 20 | -7 | 0 | -11 | -11 | -6
O=C(NNC(=O)c1csc(-c2cccnc2)n1)Nc1ccc(Cl)cc1 | 0 | -0.6 | 1 | -3 | 4 | -2 | ? | 1 | · | 2
CCOC(=O)c1ccc(NCc2cccnc2)cc1 | 1 | 0.5 | -3 | 4 | 5 | -11 | -1 | 11 | 9 | -2
CCCC[C@@]1(C2CCCC2)Cc2cc(OCC(=O)O)c(Cl)c(Cl)c2C1=O | 7 | -2.0 | 8 | 6 | -1 | -9 | 1 | -28 | 0 | ·
Cc1ccccc1NC1=NC(=S)N(CC(N)=O)C12CCOC(C)(C)C2 (centres undefined) | -3 | -1.6 | 7 | -10 | -2 | 3 | -6 | -14 | · | -2
Cc1ccc(C)c(-n2cc(CN3CCN(C(=O)c4ncn[nH]4)CC3)c(-c3ccccc3)n2)c1 | 1 | -0.4 | -3 | 5 | -8 | -14 | -10 | 8 | 0 | 3
CN(C)C(CNc1ncnc2sccc12)c1ccccc1 (centres undefined) | 0 | 0.1 | 1 | -20 | -2 | -2 | 4 | -3 | 6 | 1
NC(=O)C1CCCN(C(=O)CCC(=O)c2cccs2)C1 (centres undefined) | -1 | 0.3 | 1 | -8 | 6 | -5 | 1 | -4 | 2 | 0
CC(C)(C)c1ccc(S(=O)(=O)N2CCN(C(=O)C3CCC3)CC2)cc1 | 0 | -0.1 | 4 | 8 | -5 | -7 | -10 | 4 | -19 | -3
CCCNC(=O)c1ccc2c(=O)c(O)c(-c3ccsc3)[nH]c2c1 | 5 | -0.9 | 8 | 56 | · | -1 | 2 | -19 | -32 | ·
CC(=O)Nc1ccc(Oc2cc(N)cc([N+](=O)[O-])c2)cc1 | 1 | 1.4 | -5 | 7 | -1 | -9 | -4 | 12 | 5 | 0
Cc1cccc(C)c1NC(=O)COC(=O)c1cc[n+]([O-])cc1 | -3 | -5.1 | -1 | -7 | -3 | -7 | -1 | -6 | 1 | -3
CCN1CCN(c2ccc(NC(=O)Cc3ccccc3)cc2)CC1 | 2 | -0.5 | 0 | 9 | · | -13 | 3 | 1 | 3 | 9
O=C(c1cccc(C(=O)N2CCN(c3ccccc3)CC2)c1)N1CCN(c2ccccc2)CC1 | 3 | 1.8 | 0 | 5 | · | -8 | -5 | 10 | -13 | 3
CCN(CC)S(=O)(=O)c1ccc(N2CCN(S(=O)(=O)c3ccc4c(c3)OCCO4)CC2)nc1 | -3 | 2.2 | 0 | 18 | · | 8 | -2 | 0 | -14 | -2
CC(C)(C)c1[nH]nc2c1C(C1C=CCCC1)C(C#N)=C(N)O2 (centres undefined) | 0 | 0.7 | 4 | 17 | · | 4 | -3 | -12 | · | 127*
O=C(NC(=S)Nc1ccc(S(=O)(=O)N2CCCCC2)cc1)c1ccccc1 | 2 | -0.1 | 0 | · | -3 | 9 | 2 | 0 | -7 | 1
CCOc1ccc(-n2cnc3c(=O)[nH]c(N)nc32)cc1 | -1 | 2.2 | -3 | -5 | -1 | -13 | 0 | 10 | 22 | -2
O=C(C1CCN(S(=O)(=O)c2ccc(Br)s2)CC1)N1CCN(C2CCCCC2)CC1 | 0 | -0.6 | 3 | 4 | 2 | -9 | 3 | -9 | 2 | 2
COc1ccc(N2C(=O)C(O)C2c2ccc(C)cc2)cc1 (centres undefined) | -2 | -1.0 | -1 | -11 | -1 | 3 | -3 | 3 | -8 | -3
COc1ccc(OC)c(S(=O)(=O)Nc2c(C)nn(C)c2C)c1 | 3 | -0.6 | -2 | -5 | -1 | -3 | 2 | -1 | -11 | -1
COc1ccc(CNC(=O)C2CCC(CNC(=O)[C@@H]3Cc4ccccc4CN3)CC2)cc1 (some centres undefined) | 3 | -0.1 | 6 | -2 | 2 | 8 | -2 | 0 | 2 | -1
C=CCN1CC(c2nc3ccccc3n2Cc2cccc3ccccc23)CC1=O (centres undefined) | 1 | -0.9 | -5 | 28 | · | -11 | -16 | 6 | -12 | 9
Cc1ccc2c(c1)C(=O)CCCCC(=O)N2 | 4 | -0.5 | 4 | · | 2 | 2 | -2 | 6 | 1 | ·

Shown with two lines to a compound: two of the compounds above
Results follow in this order: V-ATPase pHluor, CDK5 inh, HTR5A ag, SR-BI DiI inh, Wnt bcat act, PvdQ inh, dFosB act, HTR5A inv ag, MITF act, NSD2 HMT inh
- C=CCN1CC(c2nc3ccccc3n2Cc2cccc3ccccc23)CC1=O (centres undefined)
    1, -0.9, -5, 28, ·, -11, -16, 6, -12, 9
- Cc1ccccc1NC1=NC(=S)N(CC(N)=O)C12CCOC(C)(C)C2 (centres undefined)
    -3, -1.6, 7, -10, -2, 3, -6, -14, ·, -2

(further entries)
SMILES | V-ATPase pHluor | CDK5 inh | HTR5A ag | SR-BI DiI inh | Wnt bcat act | PvdQ inh | dFosB act | HTR5A inv ag | MITF act | NSD2 HMT inh
CCOC(=O)C1=C(O)C(=O)N(Cc2ccccc2)CC1 | -1 | 0.0 | -5 | -8 | -1 | 0 | 1 | 14 | 4 | -2
Cc1ccnc(SCC(=O)Nc2sccc2C#N)n1 | 1 | -2.2 | 5 | 8 | 1 | -11 | -4 | -12 | 5 | 2
O=C(NCC1CCCO1)C1CCN(C2CCN(C3CCCCCC3)CC2)CC1 (centres undefined) | 0 | -5.8 | 1 | -12 | -1 | -10 | -8 | -19 | -6 | 19
CCOC(=O)C1=C(CN2CCN(C(=O)c3ccco3)CC2)NC(=O)NC1c1ccccc1 (centres undefined) | 0 | -1.3 | -1 | 41 | · | -15 | -15 | 9 | -10 | ·
CCOC(=O)C1CCN(C(=O)CCc2ccc(S(=O)(=O)NC(C)C)cc2)CC1 | -1 | -0.5 | -1 | -1 | 0 | 7 | 6 | 3 | · | -1
CSc1ccc(Cl)c(C(=O)OCC(=O)N2CCNC2=O)c1 | 0 | 0.7 | 2 | 7 | -4 | -3 | -8 | -5 | -2 | -1
Cc1ncc(CC(=O)n2cc(C(=O)c3cc(F)ccc3O)cn2)s1 | 8 | 3.5 | -2 | 6 | · | -14 | 0 | 0 | 8 | 13
Cn1c(N)c(C(=O)COC(=O)Cc2ccc(Br)cc2)c(=O)n(C)c1=O | 2 | 0.3 | -1 | -17 | -4 | 3 | 0 | 3 | 9 | -2
COc1ccccc1/C=N/NC(=O)c1sc(C)nc1C | 2 | 1.4 | 1 | 32 | 0 | 4 | -19 | 1 | 0 | -2
COc1ccc(NC(=O)CCn2c(=S)[nH]c3ccccc3c2=O)cc1OC | 2 | 0.3 | 3 | -14 | -1 | -3 | 24* | 21 | 21 | -2
CCOc1nc(N2CCOCC2)nc(C)c1[N+](=O)[O-] | -4 | 0.1 | -2 | 8 | 33* | -5 | 2 | 6 | -6 | 2
O=S(=O)(c1ccccc1Br)N(Cc1ccccc1)CC(O)COCc1ccccc1 (centres undefined) | -3 | -3.6 | 4 | 6 | -2 | -11 | -7 | -13 | 10 | ·
CCN(CC(=O)Nc1c(F)cccc1F)C(=O)c1nc2nccc(C)n2n1 | 1 | 1.3 | 5 | -7 | 1 | -4 | 4 | -13 | 1 | 21
CC1=C2C(=O)OC(c3ccoc3)C2(C)CCC1 (centres undefined) | 6 | 1.8 | 9 | 9 | · | -20 | 0 | -1 | 10 | 3
Cc1ccc(OCCNC(=O)/C=C/c2ccc([N+](=O)[O-])cc2)cc1C | -4 | 1.0 | 3 | -28 | · | -3 | -3 | 7 | · | ·
COc1ccccc1N(C(=O)c1snc(C(N)=O)c1N)C(C(=O)NC1CCCC1)c1ccc2ncccc2c1 (centres undefined) | 7 | 0.6 | 9 | -19 | -4 | -5 | -10 | -24 | 0 | ·
O=C1CCC(=O)N1c1nc2n(n1)C(c1ccccc1)C=C(c1ccc(Br)cc1)N2 (centres undefined) | -5 | -1.8 | 2 | -9 | · | 15 | -2 | 4 | · | ·
CCOC(=O)c1nn(-c2cccc(OC)c2)c2nc(Nc3ccccc3)cc(=O)n12 | 1 | -2.7 | 0 | 43 | · | -2 | -5 | 13 | -14 | ·
CCCc1cc(=O)[nH]c(SCC(=O)Nc2cccc(S(=O)(=O)N3CCOCC3)c2)n1 | -5 | -8.5 | 3 | 14 | 2 | -7 | -9 | 14 | 4 | -7
CC1CCN(C(=O)c2ccc(-c3ccccc3Cl)o2)CC1 | 10 | 0.6 | -1 | -1 | 44* | 9 | -3 | -25 | 110* | 1

Source: PubChem BioAssay (several laboratories)
